MEX-5 binding – C. elegans MEX-5 TCR-2 RNA binding activity | activity score (negative = inhibition of binding), % at 10 µM | MEX-5/FITC-TCR2 RNA binding, fluorescence polarization; stronger effect = lower value | hit rate 0.38% among 300,000 | Q9XUB2;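 active = inhibition past about -25% in most replicates, and total fluorescence under double the plate's negative control median, limit read from the data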;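 note: 0% = DMSO and -100% = 5 µM competing unlabeled TCR2 RNA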
VLA-4 inh – inhibition in a human VLA-4 binding assay; P13612; VLA-4 expressing cells, ligand binding flow cytometry; inhibition, % (about 7 µM as worked out from the volumes in the protocol); hit rate 0.2% among 330,000; in the data active = inhibition above about 50%
BCLXL inh – inhibitors of human Bcl-xL; hit rate 0.7% among 320,000; inhibition, % at 10.9 µM; GST-Bcl-xL / FITC-Bim BH3 peptide fluorescence polarization;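 active = inhibition above the mean of all tested compounds plus 3 SD, cutoff set per campaign, cut at about 30% in these data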;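 note: 0% = DMSO wells and 100% = unlabeled Bim-BH3 peptide competitor; inhibitors lower millipolarization by displacing the labeled peptide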
Target sequence (Q07817 whole entry, looked up): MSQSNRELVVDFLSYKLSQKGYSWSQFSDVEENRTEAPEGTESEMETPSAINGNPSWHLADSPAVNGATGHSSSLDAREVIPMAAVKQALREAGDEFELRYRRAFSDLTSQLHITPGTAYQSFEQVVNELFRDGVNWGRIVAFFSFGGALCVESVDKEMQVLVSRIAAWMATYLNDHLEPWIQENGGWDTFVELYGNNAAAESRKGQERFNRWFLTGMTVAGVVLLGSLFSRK
AGP1 TOR yeast – alters AGP1-GFP fluorescence in TOR pathway yeast screen; GFP response vs DMSO, % at 10 µM; AID 2066; S. cerevisiae AGP1-GFP multiplex flow cytometry, 3 h; GFP as percent of DMSO wells; hit rate 0.02% among 320,000;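 active = GFP response relative to DMSO above a set limit, near screen average plus 3 SD, cut at about 150% in these data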;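 note: median GFP channel fluorescence of the gated AGP1 strain per well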
GRK2 aptamer HTS – blocks RNA aptamer binding to human GRK2 | P25098 | bead flow cytometry, FAM-aptamer displacement from GRK2 | inhibition of aptamer binding, % at 10 µM | hit rate 0.59% among 330,000 | AID 488847;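 active = inhibition of aptamer binding above 40%, roughly 3 SD of noise, on plates passing a quality check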;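 note: median bead fluorescence of bound FAM aptamer so fluorescent compounds give negative values; no value below 0 was filed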
Target sequence (P25098 whole entry, looked up): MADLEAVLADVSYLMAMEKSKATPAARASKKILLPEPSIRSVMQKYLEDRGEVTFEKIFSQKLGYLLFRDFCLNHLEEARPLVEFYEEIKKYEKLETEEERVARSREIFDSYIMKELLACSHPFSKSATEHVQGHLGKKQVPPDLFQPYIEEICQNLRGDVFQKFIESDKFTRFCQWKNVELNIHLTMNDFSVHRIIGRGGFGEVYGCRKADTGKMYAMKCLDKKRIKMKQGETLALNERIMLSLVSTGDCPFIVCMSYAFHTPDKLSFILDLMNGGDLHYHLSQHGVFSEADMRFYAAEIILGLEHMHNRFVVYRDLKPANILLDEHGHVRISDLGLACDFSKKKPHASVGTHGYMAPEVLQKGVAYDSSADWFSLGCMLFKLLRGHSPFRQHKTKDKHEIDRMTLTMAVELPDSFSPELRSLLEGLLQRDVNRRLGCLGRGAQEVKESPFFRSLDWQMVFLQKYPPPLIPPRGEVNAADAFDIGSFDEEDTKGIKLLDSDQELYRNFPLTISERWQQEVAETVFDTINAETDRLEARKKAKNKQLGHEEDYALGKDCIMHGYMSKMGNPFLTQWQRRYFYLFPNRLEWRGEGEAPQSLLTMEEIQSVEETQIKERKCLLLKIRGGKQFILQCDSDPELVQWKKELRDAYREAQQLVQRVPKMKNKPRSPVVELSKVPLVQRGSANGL
GLD-1 TGE inh – GLD-1-TGE RNA interaction inhibition (C. elegans) | Q17339 | purified GLD-1 + fluorescein TGE RNA, fluorescence polarization | inhibition, % at 5.96 µM | hit rate 0.44% among 320,000 | AID 2280;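 active = percent inhibition above a per-plate cutoff, the plate mean of test compounds plus 3 SD, cut at about 30% in these data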;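 note: 0% = DMSO wells with GLD-1 and probe and 100% = wells lacking GLD-1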
CIT2-GFP yeast – modulators of TOR pathway CIT2-GFP in S. cerevisiae | GFP response vs DMSO, % at 10 µM | AID 2029 | S. cerevisiae CIT2-GFP strain, flow cytometry, 3 h; 100 means same as DMSO wells | hit rate 0.065% among 320,000;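 active = GFP response relative to DMSO above a set limit, near the screen mean plus 3 SD, cut at about 150% in these data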;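 note: ratio of well median GFP fluorescence to mean of DMSO wells on the plate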
CR mimetic SO – lowers age-related superoxide in aged yeast cells; superoxide response (% of plate mean), % at 10 µM; S. cerevisiae aged cells, superoxide DHE fluorescence; stronger effect = lower value; AID 2690; hit rate 0.18% among 330,000;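 active = superoxide response under a set limit, about three screen SD below normal, cut at about 65% in these data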;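 note: yeast aged for seven days with compound at 30 °C before DHE staining; 100% = average MFI of all compound-treated wells on the plate with controls excluded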
MCL1-BIM inh – MCL1-BIM-BH3 interaction inhibition (human); inhibition, % at 10.9 µM; GST-MCL1 / FITC-Bim-BH3 fluorescence polarization; Q07820; AID 2057; hit rate 0.68% among 320,000;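 active = inhibition above the mean inhibition of all tested compounds plus 3 SD, set per campaign, cut at about 40% in these data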;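 note: 0% = DMSO wells and 100% = unlabeled Bim-BH3 peptide control; higher means more loss of mP so more displacement of Bim peptide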
Starred values were filed as active, the others as inactive; nt = not tested or not shown.

SMILES	MEX-5 binding	VLA-4 inh	BCLXL inh	AGP1 TOR yeast	GRK2 aptamer HTS	GLD-1 TGE inh	CIT2-GFP yeast	CR mimetic SO	MCL1-BIM inh
CCCn1c(N)c(C(=O)CSc2nnc3ccccn23)c(=O)[nH]c1=O	nt	3	nt	103	1	-12	110	106	nt
COc1cc(NC(=O)c2[nH]cnc2C(N)=O)cc(C(=O)Nc2cccc(C(F)(F)F)c2)c1	nt	-5	nt	111	0	1	99	117	nt
COc1ccc(C(=O)Nc2cc(C(=O)NCCc3ccccc3)ccc2Cl)cc1	3.0	14	4	88	0	2	83	81	1
CN(C(=O)c1ccc(S(=O)(=O)N2CCCC2)cc1)C1CCS(=O)(=O)C1 (stereo not given)	-2.0	4	5	116	6	2	114	109	4
CCOC(=O)c1c(NC(=O)CSc2ncccn2)sc2c1CC(C)(C)NC2(C)C	0.0	4	4	95	1	0	104	104	2
O=C(Nc1ccc2c(c1)CCC2)c1cc(=O)[nH]c2ccccc12	-2.9	6	3	103	0	9	96	98	3
CCCOc1ccc(-c2c(C(=O)N/N=C/c3ccc(OCC)cc3)nnn2-c2nonc2N)cc1	-0.3	5	6	109	2	3	100	93	2
COc1ccc(NC(C)=O)cc1NC(=O)CN1CCN(C2c3ccccc3-c3ccccc32)CC1	-2.2	14	3	99	1	1	98	98	-1
CC(C)CC(=O)N1CCN(S(=O)(=O)c2ccc(C3CCCCC3)cc2)CC1	nt	17	-2	100	0	5	99	117	-5
O=C(O)COc1ccccc1/C=N/NC(=O)c1cc2ccccc2cc1O	-7.2	6	6	106	0	2	98	99	5
COc1ccccc1N1CCN(S(=O)(=O)c2c(C(=O)N3CCOCC3)c(C)n(C)c2C)CC1	0.4	-8	0	95	4	-1	107	105	2
CN(CC(=O)Nc1cccc(F)c1)CC(=O)Nc1cccc([N+](=O)[O-])c1	2.6	1	3	92	0	4	94	125	2
Cc1ccc2nc(SCc3cn4cccnc4n3)[nH]c2c1	27	10	-2	107	2	1	97	103	-1
Cn1c(=O)[nH]c(=O)c2c1nc(N1CCN(c3ccccc3)CC1)n2CCSc1ncccn1	0.6	-9	8	104	0	-2	99	101	13
Cc1cccc(CN2C(=O)c3ccccc3Sc3ccc(C(=O)NCCCN4CCOCC4)cc32)c1	-0.5	17	4	111	0	3	106	87	-2
CCNC(=S)NNC(=O)c1nn(C)c(C)c1Cl	-0.6	3	-6	100	2	-6	102	127	-6
Cc1ccc(SCCC(=O)Nc2ccccc2Br)cc1	0.3	12	5	103	7	-3	103	72	2
O=C(Nc1ccc(CN2CCOCC2)cc1)c1ccc(F)cc1	-0.4	-1	4	112	0	7	124	93	9
CC(=O)Nc1ccc(/C=N/NC(=O)c2cc3cc(C)ccc3nc2C)cc1	0.7	-14	8	102	2	6	105	95	6
O=C(c1cccs1)N1CCC(N2CCN(c3ccccc3)CC2)CC1	1.0	-3	8	106	0	-3	99	76	7
COc1ccccc1OCc1nc2ccccc2[nH]1	1.0	4	7	101	0	5	96	100	7
CC(=O)OC[C@H]1O[C@@H](O/N=C/C[C@@H]2C=C[C@H](OC(C)=O)[C@@H](COC(C)=O)O2)[C@H](OC(C)=O)[C@@H](OC(C)=O)[C@@H]1OC(C)=O	3.7	21	2	78	0	0	70	92	4
COc1cc(CCCN2C(=S)NC[C@@H]2CC2CCCCC2)cc(OC)c1OC	-2.2	12	0	105	0	11	106	96	9
O=C(Nc1ccc(O)cc1)c1ccc2c(c1)C(=O)N(Cc1ccco1)C2=O	2.3	30	2	103	0	3	107	109	-5
O=C(NNC(=S)Nc1cccc2ccccc12)c1cccc(Br)c1	0.2	11	9	96	0	0	94	97	15

Given bar-delimited: 2 of the compounds above.
SMILES | MEX-5 binding | VLA-4 inh | BCLXL inh | AGP1 TOR yeast | GRK2 aptamer HTS | GLD-1 TGE inh | CIT2-GFP yeast | CR mimetic SO | MCL1-BIM inh
CN(C(=O)c1ccc(S(=O)(=O)N2CCCC2)cc1)C1CCS(=O)(=O)C1 (stereo not given) | -2.0 | 4 | 5 | 116 | 6 | 2 | 114 | 109 | 4
CCOC(=O)c1c(NC(=O)CSc2ncccn2)sc2c1CC(C)(C)NC2(C)C | 0.0 | 4 | 4 | 95 | 1 | 0 | 104 | 104 | 2

(listing goes on)
SMILES	MEX-5 binding	VLA-4 inh	BCLXL inh	AGP1 TOR yeast	GRK2 aptamer HTS	GLD-1 TGE inh	CIT2-GFP yeast	CR mimetic SO	MCL1-BIM inh
O=C(COC(=O)C1=COCCO1)Nc1ccccc1OC(F)F	1.6	4	3	87	0	9	95	86	-6
Cc1cc(C)n(-c2ccnc3cc(Cl)ccc23)n1	1.6	3	4	104	1	0	104	103	-2
COCCNc1ccc(S(=O)(=O)N2CCCC2)cc1[N+](=O)[O-]	-0.2	0	5	105	6	0	108	112	7
Cn1c(=O)c2cc(S(=O)(=O)NC(C(=O)NCc3ccccn3)c3ccccc3)ccc2n(C)c1=O (stereo not given)	-0.5	1	10	99	0	6	98	108	11
CC(C)(C)[C@@H]1C=C(C(=O)N2CCN(Cc3ccccc3)CC2)O[C@H](OCCCCO)C1	-0.9	-8	-3	99	1	-13	96	105	-8
COc1ccc(C2C(C(C)=O)=C(C)Nc3ncnn32)cc1OC (stereo not given)	-2.4	5	2	100	0	0	nt	98	5
N#Cc1c(-c2c(Cl)cccc2Cl)noc1/C=C/Nc1ccc(C(=O)O)cc1	-9.7	42	-1	93	8	-19	102	99	-12
CN1CCN(C(=O)c2ccc(COc3ccc(Cl)cc3Cl)cc2)CC1	-0.3	21	-3	121	0	-2	104	107	-6
CCOC(=O)c1cc2sccc2n1CC(=O)OC	-4.9	-8	4	92	1	1	100	92	8
Cc1ccsc1CN(C)C(=O)C1CCC(=O)N(CCc2cccc(F)c2)C1 (stereo not given)	-2.1	7	3	94	0	0	89	93	5
CCOC(=O)CNC(=O)Cn1cnc2c(cnn2-c2ccc(C)cc2)c1=O	0.4	-4	-4	96	0	-6	104	94	-4
Cc1ccc(S(=O)(=O)N2CCOCC2)cc1NC(=O)COC(=O)C1=COCCO1	-0.4	2	-6	106	0	4	95	92	-8
CCCCC(CC)C1OCC(CN2CCCC2)O1 (stereo not given)	1.0	4	7	97	0	-5	99	84	5
CCCCn1c(=O)c(CCC(=O)OCC(=O)Nc2ccc(C)c(Cl)c2)nc2ccccc21	-1.5	16	-5	91	2	7	89	110	-11
CN1CCN(c2ccccc2NC(=O)c2cc(Br)ccc2Cl)CC1	2.2	8	-4	99	0	-3	99	117	-1
CC(NC(=O)c1ccccc1)C(=O)NNC(=O)c1ccccc1Cl (stereo not given)	nt	-1	-2	103	3	9	91	101	-2
CCCOc1cc(C)c(S(=O)(=O)n2nnc3ccccc32)cc1C	-1.3	0	2	105	1	5	96	107	-6
O=C(O)CCCC(=O)Nc1cc([N+](=O)[O-])ccc1O	0.9	20	-5	93	0	-5	83	99	-3
Cc1ccc(C(=O)N/N=C/c2ccc3c(c2)OCO3)o1	-1.1	-4	2	100	0	2	101	104	9
CC(C)c1ccc(Nc2ncccc2C#N)cc1	-0.9	13	8	94	0	1	98	100	8
CCOC(=O)c1c(C)[nH]c(C(=O)OCc2ccc(C)cc2)c1C	-1.0	3	6	104	7	3	97	105	7
C#CCOCCOCCOCCNc1nc(N2CCN(C(=O)[C@H]([C@@H](C)CC)n3cc([C@@H](N)CO)nn3)CC2)nc(N2CCN(C(=O)[C@H](CCCCN)n3cc([C@@H](N)CO)nn3)CC2)n1	nt	2	nt	98	0	-4	92	123	nt
Cn1c(=O)c2c(nc(CN3CCC(C(N)=O)CC3)n2CCc2ccccc2)n(C)c1=O	-3.4	-1	1	93	5	-5	92	95	-1
CCc1cccc(NC(=O)CCC(=O)O)c1	0.4	27	-4	102	0	-5	99	108	4
COc1ccc(N2CCN(C(=O)COC(=O)Cc3c(F)cccc3Cl)CC2)cc1	1.9	-16	7	110	2	-3	90	92	-2

By substructure, the entries above containing an aryl methoxy group
SMILES	MEX-5 binding	VLA-4 inh	BCLXL inh	AGP1 TOR yeast	GRK2 aptamer HTS	GLD-1 TGE inh	CIT2-GFP yeast	CR mimetic SO	MCL1-BIM inh
COc1cc(NC(=O)c2[nH]cnc2C(N)=O)cc(C(=O)Nc2cccc(C(F)(F)F)c2)c1	nt	-5	nt	111	0	1	99	117	nt
COc1ccc(C(=O)Nc2cc(C(=O)NCCc3ccccc3)ccc2Cl)cc1	3.0	14	4	88	0	2	83	81	1
COc1ccc(NC(C)=O)cc1NC(=O)CN1CCN(C2c3ccccc3-c3ccccc32)CC1	-2.2	14	3	99	1	1	98	98	-1
COc1ccccc1N1CCN(S(=O)(=O)c2c(C(=O)N3CCOCC3)c(C)n(C)c2C)CC1	0.4	-8	0	95	4	-1	107	105	2
COc1ccccc1OCc1nc2ccccc2[nH]1	1.0	4	7	101	0	5	96	100	7
COc1cc(CCCN2C(=S)NC[C@@H]2CC2CCCCC2)cc(OC)c1OC	-2.2	12	0	105	0	11	106	96	9
COc1ccc(C2C(C(C)=O)=C(C)Nc3ncnn32)cc1OC (stereo not given)	-2.4	5	2	100	0	0	nt	98	5
COc1ccc(N2CCN(C(=O)COC(=O)Cc3c(F)cccc3Cl)CC2)cc1	1.9	-16	7	110	2	-3	90	92	-2

(listing goes on)
SMILES	MEX-5 binding	VLA-4 inh	BCLXL inh	AGP1 TOR yeast	GRK2 aptamer HTS	GLD-1 TGE inh	CIT2-GFP yeast	CR mimetic SO	MCL1-BIM inh
c1ccc(-c2onc3c2CCCC3)cc1	4.3	3	-1	99	5	6	103	103	-5
COc1cccc(/C=N/NC(=O)c2ccc(=O)[nH]n2)c1O	-35*	13	1	107	3	-4	99	92	5
Cc1onc(-c2ccc(Cl)cc2)c1-c1ccnn1S(=O)(=O)c1ccc(Cl)cc1	0.8	-1	-4	110	2	10	95	88	-9
Cc1ccc(-c2csc3ncnc(N4CCN(C(=O)c5ccco5)CC4)c23)cc1	nt	-12	-6	90	1	-1	92	95	-12
CCCC(c1nnnn1CS(=O)(=O)c1ccc(C)cc1)N1CCN(CC)CC1 (stereo not given)	0.2	8	-3	99	0	-3	88	101	-12
CCC(=O)OCCn1c(=O)c2cc3c(=O)n(CCOC(=O)CC)c(=O)c3cc2c1=O	nt	7	6	100	0	7	103	145	2
Cc1ccc(Oc2ccc(OCC(=O)NC3CCS(=O)(=O)C3)cc2)cc1 (stereo not given)	0.1	10	-3	98	1	-6	101	100	-7
Cc1nc2nc(SCC(=O)c3cccc([N+](=O)[O-])c3)[nH]c2cc1Br	-1.6	44	0	92	2	-1	93	81	-1

Source: PubChem BioAssay
